EP2 antag: human EP2 receptor antagonists, primary screen, TR-FRET cAMP, C6 glioma cells; AID 1422, 2008; Prostaglandin E2 receptor EP2 subtype (Homo sapiens), P43116; inhibition, % at 25 µM; 0.52% of 260,000 active; C6 glioma cells expressing human EP2; cells stimulated with saturating PGE2;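 active means percent inhibition above 40 after rounding to a whole number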;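 further: rat C6 glioma host cells with rolipram phosphodiesterase inhibitor present; the protocol text gives 20 µM as final concentration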
Target sequence (P43116 whole entry, looked up): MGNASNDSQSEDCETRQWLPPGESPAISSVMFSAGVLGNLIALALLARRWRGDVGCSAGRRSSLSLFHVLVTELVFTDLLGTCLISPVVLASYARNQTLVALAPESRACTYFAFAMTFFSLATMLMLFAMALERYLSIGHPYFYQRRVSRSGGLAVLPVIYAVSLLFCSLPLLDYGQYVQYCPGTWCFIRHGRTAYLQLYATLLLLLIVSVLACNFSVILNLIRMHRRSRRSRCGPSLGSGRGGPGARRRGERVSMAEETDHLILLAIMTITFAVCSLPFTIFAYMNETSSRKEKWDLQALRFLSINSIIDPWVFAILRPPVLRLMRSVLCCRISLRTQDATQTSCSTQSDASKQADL
* marks the source's active call; other numbers are inactive results. Only part of the results is shown; the hit share may differ from the screen's.

Structure	EP2 antag
O=C(Nc1cc(Cl)ccc1N1CCOCC1)c1cc2ccccc2oc1=O	16
Cn1c(N2CCCC(C(=O)NCc3ccccn3)C2)nc2ccccc21 (stereo unspecified)	9
Clc1ccc(C2(NCc3cnc(N4CCOCC4)nc3)CC2)c(Cl)c1	9
O=C(Nc1sc(NC(=O)c2cccs2)nc1-c1cccs1)c1ccccc1	18
CCOc1ccc(OCC)c(NC(=O)CN2CCN(C(C)=O)CC2)c1	8
CCn1c(=O)oc2cc(S(=O)(=O)NCC(c3ccc(F)cc3)N(C)C)ccc21 (stereo unspecified)	11
Cc1ccc(-c2nnn(CC(=O)NC3CC3)n2)o1	9
Cc1cccc(NC(=O)Cn2cnc3sc4c(c3c2=O)CCC(C)C4)c1C (stereo unspecified)	5
CC(=O)Nc1sc(NC(=O)c2ccco2)nc1-c1cccs1	8
Cc1nc(NCCCCCC(=O)O)c2c3c(sc2n1)CCCC3	15
COc1cc(-c2ccc3oc(-c4ccsc4)cc3c2)cc(OC)c1OC	12
COc1cc(NC(=O)CSc2nc(C3CC3)nc3ccccc23)cc(OC)c1	9
CCOc1ccc(C(=O)Nc2ccc(N3CCN(C(=O)CC)CC3)cc2)cc1	11
Nc1cccc(S(=O)(=O)N2CCCCC2)c1	6
Cc1cccnc1NC(=S)Nc1ccccc1	10
Cc1cc(C)cc(NC(=O)CSc2nc3c(c(=O)n(C)c(=O)n3C)n2C(C)C)c1	5
C#Cc1ccc([C@@H]2C=C(C(=O)NCc3ccccc3)O[C@H](OCCCCO)C2)cc1	7
COc1ccc(NC(=O)C2CCCCN2CCc2ccccc2)cc1OC (stereo unspecified)	9
COc1cccc(C(NC(=O)c2ccco2)c2nccn2C)c1OC (stereo unspecified)	3
COc1ccc(S(=O)(=O)N2CCCC(C(=O)NCC3CCCCC3)C2)cc1 (stereo unspecified)	14
Cc1cc(C)c2cc(CN(Cc3ccco3)C(=O)Nc3cccc(Cl)c3)c(=O)[nH]c2c1	4
Cc1cccc2cc(C#N)c(N3CCCN(S(=O)(=O)c4ccccc4F)CC3)nc12	10
Cc1ccc(OCC(=O)Nc2ccc(N3CCN(C(=O)C(C)C)CC3)c(Cl)c2)cc1	11
CC1(OC(=O)c2ccc(Cl)nc2)C(=O)C=C2C=C(c3ccc(C#N)cc3)OC=C2C1=O (stereo unspecified)	16
COc1ccc(-c2cc(=O)c3c(OC(C)=O)cc(OC(C)=O)cc3o2)cc1	9
COc1ccc(OC)c(NC(=O)CSc2ncnc3sc4c(c23)CCCC4)c1	9
CC(C)N(C(=O)CSc1ncnc2sc3c(c12)CCCC3)C(C)C	5
CCn1c(C)cc2cc(NC(=O)c3c(-c4ccncc4)noc3C)ccc21	5
CC[C@H](CN(C)C)C(=O)c1ccco1	10
Cc1c(C(=O)N2CCCCC2)sc(NC(=O)Cc2cccs2)c1C#N	14
CC[C@@H](Cn1nc(-c2cccs2)ccc1=O)NC(=O)Cn1nc(C)c2ccccc2c1=O	2
CC(C)C(=O)Nc1nnc(C2CCCO2)s1 (stereo unspecified)	8
Cc1cc2cc3c(cc2nc1SCC(=O)Nc1ccc2c(c1)OCCO2)OCO3	12
COc1cc(C)c(CNC(=O)Cc2c(C)nc3nc(C)[nH]n3c2=O)cc1C(C)C	8
CS(=O)(=O)N1CCC[C@@H]1Cn1nc(-c2cccs2)ccc1=O	10
COc1ccc(OC)c(NC(=O)CSc2nc3cc4c(cc3cc2C)OCO4)c1	15
CCN1CCN(C(=O)CN(c2cccc(Cl)c2Cl)S(C)(=O)=O)CC1	12
CC(C)[C@H](Cn1nc(C2CC2)ccc1=O)NC(=O)Cn1nnc2ccccc21	-2
CCC(CC)C(=O)NCCCn1c(-c2cccnc2C)cc2cccnc21	7
CCOc1ccc(N2CC(C(=O)Nc3cccc(Cl)c3Cl)CC2=O)cc1 (stereo unspecified)	11
O=C(O)/C=C/C(=O)Nc1ccccn1	6
Cc1nc(SCC(=O)N2CCOCC2)c2c(C)c(C)sc2n1	4
COc1ccc(-c2cc(C(F)(F)F)nc(SCCC(=O)NCc3cccs3)n2)cc1	9
CC1CCCN(C(=O)Nc2ccc(NC(=O)N3CCCC(C)C3C)cc2)C1C (stereo unspecified)	10
CCOc1ccc2nc(Nc3ncc(C(C)=O)c(C)n3)nc(C)c2c1	8
COc1ccc2nc(NC(=O)CN3CCC(NC(=O)Nc4ccc(F)cc4)CC3)sc2c1	11
COCCCN1C(=O)C(O)=C(C(C)=O)C1c1ccc(O)cc1 (stereo unspecified)	5
c1c[nH]c(CN2CCN(Cc3ncc[nH]3)CC2)n1	13
O=C(CSc1nnc2c3ccccc3nc(C3CCCCC3)n12)N1CCOCC1	15
C=C(C)Cn1c(NN)nc2c1c(=O)[nH]c(=O)n2C	11
COc1ccc(C2(C(=O)N3CCC(n4cnc5cccnc54)CC3)CC2)cc1	7
CCOc1cc(CN2CCc3c(nc(N4CCCC(C)C4)[nH]c3=O)C2)ccc1O (stereo unspecified)	4
CCC(CC)c1nnc(NC(=O)CC(C)c2ccccc2)s1 (stereo unspecified)	9
Cc1ccc(C(=O)Nc2cccc(NC(=O)CSc3nnc(-c4ccncc4)n3C)c2)cc1	7
Cc1ccc(C(=O)CSc2nc(C)cc(SCC(=O)N3CCOCC3)n2)cc1	14
Cc1cc(C)c2[nH]c(=O)c(CN(Cc3ccco3)Cc3nnnn3Cc3ccccc3)cc2c1	6
Cc1cc2ccccc2c[n+]1CC(O)C[n+]1cc2ccccc2cc1C	55*
COc1ccc(-n2c(SCC(=O)NC3CCCCC3)nnc2-c2ccoc2C)cc1	16
CCOc1ccc(-c2cc(-c3ccc(OC)c(OC)c3)c(C#N)c(N)n2)cc1	12
O=C(Nc1cc(-c2nc3ccccc3s2)c(Cl)cc1Cl)c1cccnc1	10

More records.
Structure	EP2 antag
CCN(CC)C(=O)Cn1c(=O)n(Cc2ccco2)c2ncccc21	8
O=c1c2c3c(sc2ncn1-c1ccccc1)CCCCC3	13
COC(=O)[n+]1ccc(N2CCOCC2)cc1	12
Cc1ccc(NC(=O)CSc2nc(-c3ccco3)c(C#N)c(=O)[nH]2)cc1	8
Cc1c(S(=O)(=O)O)ccc(N=Nc2c(O)c(C(=O)O)cc3ccccc23)c1Cl	38
Cc1cccc2cc(CN(CCCN3CCOCC3)C(=O)NCc3ccccc3)c(=O)[nH]c12	8
COc1ccc(CCNC(=O)Cn2c(-c3cccs3)cc3cccnc32)cc1OC	5
N#CCn1c(Cc2ccccc2)nc2ccccc2c1=O	7
CC1(C)CC[C@]2(C)CC[C@]3(C)C(=CCC4[C@@]5(C)CC[C@H](O)C(C)(C)C5CC[C@]43C)C2C1 (stereo partly specified)	13
COc1ccc(NC(=O)N(Cc2ccc(C)cc2)Cc2cc3cc(C)ccc3[nH]c2=O)cc1	1
O=C(CN1CCC(n2nnc3cc(C(F)(F)F)ccc32)CC1)NCc1ccccc1	6
COc1ccc(-c2cc(C(F)(F)F)nc(SCC(=O)Nc3ccc(C)c(C)c3)n2)cc1OC	8
CCn1cc(C(=O)O)cn1	9
CCCn1c(=O)c2[nH]c(-c3ccc(OCC(=O)NCCN)cc3)nc2n(CCC)c1=O	11
COC1(OC)C=CC(=O)C=C1NC(=O)c1ccccc1OC(C)=O	10
CCOc1ccc2sc(C)nc2c1	4
COc1ccc2nc(SCC#N)c(C#N)cc2c1	20
CCOc1ccc2[nH]c(=O)c(C(c3nnnn3Cc3ccc(OC)cc3)N3CCCC3)cc2c1 (stereo unspecified)	8
COCCNC(=O)C1CC(c2ccc(Cl)cc2)=NO1 (stereo unspecified)	8
CCc1nc(N=C(N)N)nc2ccc(C)cc12	9
CCCC(=O)N1CCC[C@@H](Cn2nc(-c3cccs3)ccc2=O)C1	5
COc1cc(/C=C\c2[nH]c(=O)[nH]c(=O)c2[N+](=O)[O-])ccc1OCc1ccc(C)cc1	4
CCOCCCNCc1ccc2c(c1)OCO2	17
COc1ccc(NC(=O)N(Cc2ccc3c(c2)OCO3)Cc2cc3c(C)cc(C)cc3[nH]c2=O)cc1	23
O=C(O)CCNCC(=O)O	6
COc1ccc(C(C(=O)NC2CCCC2)N(C(=O)c2ccco2)c2cc(C)ccc2OC)cc1 (stereo unspecified)	10
O=C1c2ccccc2S(=O)(=O)c2cc(N3CCc4ccccc4C3)ccc21	19
CC(=O)Oc1ccc(CN2CCc3c(nc(N4CCCCC4)[nH]c3=O)C2)cc1	8
CN(C)CCCN1c2ccc3ccccc3c2Sc2cccc(Cl)c21	49*
COC(=O)c1sc(NC(=O)c2ccccc2OC)c(C#N)c1C	10
O=C(CNCc1ccccc1F)Nc1ccc(N2CCCC2)cc1	10
Cc1cc2cc3c(cc2n2c(SCC(=O)N4CCCCCC4)nnc12)OCO3	6
C[C@@H](Cn1nnc2ccccc21)NC(=O)c1cnccn1	4
CCn1c(COc2ccccc2C)nnc1SCC(=O)Nc1ccc(OC)cc1OC	10
CC(Nc1nc(-c2ccc(F)cc2)cs1)c1nc2cc(C(F)(F)F)ccc2n1CCCO (stereo unspecified)	14
CN(C)C(=O)/N=N/C(=O)N(C)C	15
Nc1ccccc1-c1nc2ccccc2c(=O)o1	10
Cc1cccc(CNc2ncnc3[nH]ncc23)c1	9
COc1cc2c(cc1C(F)(F)F)N(C(=O)Nc1cc(F)cc(-c3cccnc3)c1)CC2	17
CCC(C)C(=O)Nc1nnc(C(F)(F)F)s1 (stereo unspecified)	10
Cc1sc2ncnc(SCC(=O)NC3CCCC3)c2c1C	15
Cn1c(=O)c2c(nc(NCCCn3ccnc3)n2CCc2ccccc2)n(C)c1=O	11
CCc1ccc2[nH]c(=O)c(C(c3nnnn3CC3CCCO3)N3CCC(C)CC3)cc2c1 (stereo unspecified)	12
O=C1O[C@@H](CO)[C@H](O)[C@@H](O)[C@@H]1O	15
Cc1ccc(C)c2nc(SCC(=O)c3ccc4c(c3)OCCO4)c(C#N)cc12	8
COc1ccc2cc(C)c3nnc(SCC(=O)c4ccc5c(c4)OCCO5)n3c2c1	12
COc1ccc(N2C(=O)N(c3ccc(OC)cc3)C3CS(=O)(=O)CC32)cc1 (stereo unspecified)	10
COc1ccc(NC(=O)CSc2cc(C)nc(SCC(=O)c3ccccc3)n2)cc1	9
O=C(CN1C(=O)[C@@H]2CCCN2C(=O)c2ccccc21)Nc1ccc2c(c1)OCCO2	6
COc1cccc(C2NC(=O)NC3=C2C(=O)N(CCN2CCCC2)C3)c1 (stereo unspecified)	0
CCCc1nc2ccccc2c(=O)[nH]1	14
Cc1cc(NC(=O)c2ccc(Cl)c(Cl)c2)ccc1NC(=O)c1ccco1	4
Nc1c(O)cccc1C(=O)O	15
Cc1cc(C)c2cc(C)c3nn(CC(=O)N(C)C)c(=O)n3c2c1	12
COc1ccc(S(=O)(=O)N(CC(=O)NCC2CCCO2)C2CCCCC2)cc1OC (stereo unspecified)	7
CC(C)NS(=O)(=O)c1ccc(CCC(=O)NCc2ccccn2)cc1	14
C=C(C)CSc1nc2c(c(=O)n(C)c(=O)n2C)n1Cc1ccccc1	8
CC(=O)Nc1ccc(-n2nnnc2SCC(=O)Nc2nc(-c3ccc(Cl)cc3)cs2)cc1	24
COc1ccc2cc(CN(Cc3cccnc3)S(=O)(=O)c3ccc(C)cc3)c(=O)[nH]c2c1	10
NC(=O)C(=O)Nc1ccccn1	10

(more compounds)
Structure	EP2 antag
Cc1ccc2cc(CN(Cc3ccccc3)C(=S)NCC3CCCO3)c(=O)[nH]c2c1C (stereo unspecified)	7
COc1ccccc1CN(Cc1cc2ccc(C)c(C)c2[nH]c1=O)C(=O)C1CCCCC1	13
Cc1ccc(C(=O)Nc2ccc(N3CCN(C)CC3)cc2)cc1	12
COc1ccc(C(=O)C2CCCN(C(=O)CCc3c(C)noc3C)C2)cc1 (stereo unspecified)	4
Cc1ccc(C(C(=O)NC2CCCCC2)N(Cc2cccnc2)C(=O)Cc2c[nH]c3ccccc23)cc1 (stereo unspecified)	9
Cc1cc(C)c2cc(CN(Cc3cccnc3)S(=O)(=O)c3ccc(C)c(Cl)c3)c(=O)[nH]c2c1	11
CCCn1c(SCC(=O)Nc2ccc(C)cc2)nnc1C(C)C	9

Bioassay records deposited in PubChem by Emory University Molecular Libraries Screening Center.
